XIAP antagonists – XIAP antagonists, biochemical, IAP family, fluorescence polarization (AID 1018). XIAP BIR domain, fluorescence polarization peptide displacement; higher % means a stronger effect. displacement, % at 20 µM, or IC50 in µM where a hit was titrated. actives 0.007% (n = 200,000); in the data active means displacement above about 50%; further: a part of the inactive calls stands beside numbers as strong as those of hits
TNAP activators – human TNAP enzyme activators, primary screen, biochemical, luminescent, no phosphate acceptor, uHTS (AID 1001); Alkaline phosphatase, tissue-nonspecific isozyme (Homo sapiens); purified TNAP, luminescent activation assay, no phosphate acceptor; higher activation fold means a stronger effect; activation fold at 20 µM; hits with a dose series show EC50 in µM; actives 0.03% (n = 200,000); in the data active means activation fold from about 3, or a potency from the dose series; inactive means the rest, 99 in 100 with activation fold below about 1.6; further: many of its hits are not listed in these tables
Yfh1-off respiration – enhancers of respiration in Yfh1-depleted yeast, dose response, Friedreich's ataxia, plus single-dose screen (AID 1465). S. cerevisiae Yfh1-off respiration, WST-1 reduction, 72 h; higher fold induction means a stronger effect. fold induction at 50 µM, or EC50 in µM where a hit was titrated. actives 0.074% (n = 220,000);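 active means fold induction of absorbance versus untreated yeast above a set limit, then at least 30% activation at any dose in follow-up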;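 further: activators that raise dye reduction in frataxin-depleted yeast; strong numbers were not always called active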
LYP inhibition – inhibitors of LYP phosphatase, biochemical, fluorescence intensity, uHTS (AID 1779) | Tyrosine-protein phosphatase non-receptor type 22 (Homo sapiens) | recombinant LYP phosphatase, fluorescence intensity; higher % means a stronger effect | inhibition, % at 11.5 µM, or IC50 in µM where a hit was titrated | actives 0.054% (n = 290,000);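 further: plate controls were vehicle with enzyme for no effect and no enzyme for full effect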
P. falciparum M1AAP – P. falciparum M1AAP inhibitors, biochemical, fluorogenic H-Leu-NHMec substrate, 1536-well (AID 1445). Aminopeptidase N (Plasmodium falciparum (isolate 3D7)). recombinant M1AAP, H-Leu-NHMec fluorogenic kinetic assay; higher % means a stronger effect. inhibition, % at 30 µM; hits with a dose series show IC50 in µM. actives 0.42% (n = 220,000);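 active means primary inhibition above the hit cutoff, then over 50% inhibition at one or more dose response concentrations, cut at about 23% in these data, passing the limit was not always enough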;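 further: plate controls were DMSO full reaction for no effect and no enzyme background for full effect; strong numbers were not always called active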
human PMI inhibitors – human PMI inhibitors, high substrate, primary screen, biochemical, fluorescence intensity, high mannose 6-phosphate (AID 1220) | Mannose-6-phosphate isomerase (Homo sapiens) | recombinant PMI enzyme, coupled fluorescence intensity; higher % means a stronger effect | inhibition, % at 20 µM, or IC50 in µM where a hit was titrated | actives 0.66% (n = 190,000)
human PMI inhibition – inhibitors of human PMI, primary screen, biochemical, fluorescence intensity, coupled assay (AID 1209); inhibition, % at 20 µM, or IC50 in µM where a hit was titrated; actives 0.42% (n = 190,000); purified PMI enzyme, coupled fluorescence intensity; higher % means a stronger effect; Mannose-6-phosphate isomerase (Homo sapiens);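 further: plate controls were DMSO vehicle for no effect and wells lacking substrate for full effect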
P. falciparum M17LAP – P. falciparum M17LAP inhibitors, primary screen, biochemical, fluorogenic H-Leu-NHMec substrate, 1536-well (AID 1619); actives 0.38% (n = 220,000); recombinant M17LAP, H-Leu-NHMec fluorogenic kinetic assay; higher % means a stronger effect; one-dose inhibition, % at 30 µM; IC50 in µM for titrated hits; Leucine aminopeptidase (Plasmodium falciparum (isolate 3D7));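 active means compound inhibiting the enzyme by more than half at any dose during confirmatory dose-response retesting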;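 further: plate controls were full reaction with DMSO carrier for no effect and no enzyme background for full effect; strong numbers were not always called active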
WT yeast gro inh – growth inhibition of WT strain, primary screen, mitochondrial fusion inhibitor project, WT and mutant strains, chemical genetic; mitochondrial fusion phenotypic screen; inhibition, % at 10 µM; actives 2.1% (n = 190,000); AID 1362, 2008; in the data active means inhibition above about 58%; tested in S. cerevisiae
WT yeast gro inh mutant strain – further read-out of WT yeast gro inh, marked with its call; inhibition, %; mitochondrial fusion phenotypic screen, mutant strain inhibition
* marks the source's active call; other numbers are inactive results; i = inactive; nt = no result given. Unless noted, no stated cut-off is given here; in the data, active means inhibition above about 50%; inactive means the rest. Rows were taken by chance (roughly 3.7% active in at least one column).

SMILES	XIAP antagonists	TNAP activators	Yfh1-off respiration	LYP inhibition	P. falciparum M1AAP	human PMI inhibitors	human PMI inhibition	P. falciparum M17LAP	WT yeast gro inh	WT yeast gro inh mutant strain
CCOC(=O)C1=C(O)/C(=C\c2cc(C)n(-c3ccccc3F)c2C)N=C1C	-46.5%	1	i	-8.8%	15.5%	-58.7%	-56.0%	10.9%	nt	nt
NNc1nc(-c2ccccc2)nc2sc3c(c12)CCCC3	-6.1%	1	i	7.1%	6.9%	6.1%	10.7%	-2.0%	22.6	-1.6
CCc1ccc(-c2cc(C(=O)NN3CCOCC3)c3ccccc3n2)s1	-3.6%	1	i	-18.0%	-5.0%	-8.5%	-10.6%	-46.8%	-2.5	4.4
CCOC(=O)C1(CCOc2ccccc2)CCN(Cc2ccc(NC(C)=O)cc2)CC1	-4.9%	1	i	-7.7%	0.3%	9.0%	7.2%	-9.8%	-13.0	-12.9
O=C(NCc1ccccn1)Nc1cccc(Cl)c1	-2.1%	1.2	i	-6.9%	13.2%	1.8%	-0.4%	19.8%	-3.8	-6.8
O=C(Nc1ccc(Cl)cn1)C1CCCN1S(=O)(=O)c1ccc(Cl)cc1 (stereo not given)	-3.2%	1.1	i	-8.4%	-2.8%	7.7%	7.2%	-1.2%	8.5	7.7
O=C(NCCc1ccc(O)cc1)c1ccc(Cl)cc1	-5.9%	1.1	i	-3.2%	12.6%	-1.3%	0.9%	6.5%	13.4	3.8
COC(=O)CSc1nc2cc3c(cc2cc1C)OCO3	-4.5%	1.1	i	1.7%	9.3%	nt	nt	-14.1%	70.2*	68.1*
C#CCOCCOCCOCCNc1nc(N2CCN(C(=O)[C@H]([C@@H](C)CC)n3cc(CCCN=C(N)N)nn3)CC2)nc(N2CCN(C(=O)[C@H](CCCCN)n3cc(CCC(=O)O)nn3)CC2)n1	-11.3%	1.1	i	1.9%	0.9%	-19.2%	-27.0%	-7.8%	0.6	-15.8
Cc1ccc(C(=O)Nc2ccc(S(=O)(=O)N3CCN(C)CC3)cc2)cc1	-5.3%	1	i	-1.7%	-4.8%	-9.0%	-10.3%	2.4%	-9.0	-11.9
O=C1CCC(C(=O)N(c2ccccc2)C2(C(=O)NC3CCCCC3)CCCCC2)N1 (stereo not given)	-1.2%	1.1	i	-0.2%	4.9%	-0.9%	-1.6%	2.0%	-3.2	-0.6
COc1ccc(CCNC(=S)Nc2cc(C)ccc2C)cc1	-5.6%	1.1	i	-8.7%	8.5%	4.1%	5.0%	1.4%	63.3*	50.1*
CCCn1c(CCC(=O)O)ccc1-c1ccccc1	-2.2%	1.1	i	-2.8%	4.3%	-11.2%	-8.9%	-1.6%	-0.1	9.3
COCCCN(C(=S)Nc1ccc(OC)cc1)C(C)c1ccncc1 (stereo not given)	-4.2%	1.2	i	-6.0%	2.8%	-1.5%	0.4%	3.6%	-5.5	4.1
CC(C)c1nnc(NC(=O)Cc2ccc(Br)cc2)s1	-5.2%	1	i	-5.6%	-1.1%	1.8%	3.0%	3.0%	-8.2	-3.8
CCn1cc(CNC(=O)c2cc(COc3ccc(F)cc3Cl)on2)cn1	-2.3%	1.1	i	-4.6%	-2.1%	nt	nt	-2.8%	4.6	-14.7
N#Cc1cn(CCOc2ccc(F)cc2)c2ccccc12	-9.5%	1	i	1.7%	15.4%	2.0%	10.0%	3.9%	18.0	9.0
CCCOC(=O)c1cccc(NC(=O)COc2ccc([N+](=O)[O-])cc2)c1	-5.3%	0.9	i	-0.1%	4.0%	5.6%	-0.3%	6.7%	2.3	-4.7
C/C(CC(=O)Nc1cccc(Cl)c1Cl)=N\NC(=O)c1ccccc1C	-4.4%	1	i	-1.1%	-11.3%	2.3%	3.8%	3.9%	9.5	-1.0
CC(C)N1CC=C2C(C#N)=C(N)C(C#N)(C#N)[C@H](c3ccoc3)[C@H]2C1	11.8%	1.1	i	-10.6%	10.1%	58.4%*	37.2%	-35.6%	23.8	21.5
CCN(CC)NC(=O)Nc1ccccc1	-8.1%	1.1	i	-12.6%	-2.3%	12.6%	9.1%	-5.2%	-21.1	-11.1
CCCN(CCC)CCNc1c(N2CCN(C(=O)OCC)CC2)c(=O)c1=O	-3.5%	1.2	i	-0.8%	-3.7%	-7.1%	-9.6%	4.5%	7.6	21.4
C1CCN(c2nc(N3CCCC3)nc(N3CCNCC3)n2)C1	-4.5%	1	i	-5.1%	1.2%	5.3%	7.1%	-7.1%	-19.9	-21.5
O=C1Nc2cc(S(=O)(=O)N3CCCC3)ccc2N2CCCC12 (stereo not given)	-4.0%	1.2	i	1.3%	6.7%	-98.9%	-32.3%	3.4%	-2.3	-13.1
CCOc1cc(-c2cc(-c3ccc(C)cc3)nc(N)c2C#N)ccc1O	-8.3%	0.9	i	7.1%	7.9%	5.8%	16.5%	-6.3%	-11.2	8.6

Molecules listed so far with fluorine:
SMILES	XIAP antagonists	TNAP activators	Yfh1-off respiration	LYP inhibition	P. falciparum M1AAP	human PMI inhibitors	human PMI inhibition	P. falciparum M17LAP	WT yeast gro inh	WT yeast gro inh mutant strain
CCOC(=O)C1=C(O)/C(=C\c2cc(C)n(-c3ccccc3F)c2C)N=C1C	-46.5%	1	i	-8.8%	15.5%	-58.7%	-56.0%	10.9%	nt	nt
CCn1cc(CNC(=O)c2cc(COc3ccc(F)cc3Cl)on2)cn1	-2.3%	1.1	i	-4.6%	-2.1%	nt	nt	-2.8%	4.6	-14.7
N#Cc1cn(CCOc2ccc(F)cc2)c2ccccc12	-9.5%	1	i	1.7%	15.4%	2.0%	10.0%	3.9%	18.0	9.0

Remaining list, next part.
SMILES	XIAP antagonists	TNAP activators	Yfh1-off respiration	LYP inhibition	P. falciparum M1AAP	human PMI inhibitors	human PMI inhibition	P. falciparum M17LAP	WT yeast gro inh	WT yeast gro inh mutant strain
COc1cc2cc(CN(CCCN3CCOCC3)C(=O)Nc3ccccc3F)c(=O)[nH]c2cc1OC	-3.6%	1.1	i	-11.0%	9.5%	-3.5%	1.9%	-0.2%	2.3	12.9
CCOC(=O)C1=C(C)OC(N)=C(C#N)C1c1ccc(OC)c(C)c1OC (stereo not given)	-2.8%	1.1	i	-4.8%	3.2%	3.7%	9.2%	1.9%	-14.0	-6.2
CCCc1ccc(Oc2coc3cc(OCC(=O)Nc4ccccc4C)ccc3c2=O)cc1	-2.3%	1	i	-3.4%	1.6%	0.7%	10.5%	7.5%	-26.2	-15.8
Cc1ccccc1OCC(=O)Nc1nc(C)c(C(=O)N(C)C)s1	-0.5%	1.1	i	3.6%	3.1%	5.4%	-4.9%	27.5%	-2.5	-12.6
Cc1ccc(N(Cc2ccco2)C(=O)c2ccc(N3CCCCC3)c([N+](=O)[O-])c2)cc1	-13.5%	1	i	3.6%	-0.9%	15.5%	12.4%	-7.7%	33.0	-4.3
O=C(NCc1ccncc1)C(=O)N/N=C/c1ccc(OCc2ccccc2)cc1	-5.5%	1.2	i	-1.0%	7.6%	-2.5%	-3.6%	-1.0%	4.0	0.5
COc1ccc(O[C@H]2C=C[C@@H](c3ccccc3)O[C@@H]2COC(=O)CC/C(C)=N/O[C@@H](C)CN2CCCCc3nc(C)c(C)cc32)cc1	-3.8%	1	nt	2.3%	4.0%	-2.7%	-9.7%	15.5%	66.7*	1.2*
CCn1c(SCC(=O)c2ccc(Br)cc2)nnc1C(C)NC(=O)Cc1ccc(OC)cc1 (stereo not given)	-3.7%	1	i	-1.4%	-2.2%	3.1%	7.8%	0.3%	-2.0	0.1
CCC(C)NC(=O)Nc1ccc(Br)cc1Cl (stereo not given)	-3.7%	1.2	i	-7.4%	1.6%	-4.0%	4.4%	-5.7%	11.4	9.2
COc1ccc(OC)c(C2=NOC(C(=O)NCc3cccs3)C2)c1 (stereo not given)	-2.2%	1	i	4.6%	-3.5%	0.8%	-4.7%	-1.9%	-12.4	-6.3
COc1ccc(NS(=O)(=O)c2ccc(SC)cc2)c(OC)c1	-3.6%	1.1	i	3.0%	0.8%	-3.4%	2.2%	4.9%	7.6	3.8
CCOC(=O)C(=O)c1c(-c2ccc(C)cc2)nc2ccccn12	-4.0%	1	i	2.6%	10.6%	-5.0%	-17.0%	6.7%	-6.3	-9.6
C=CCC1c2cccc(C(=O)O)c2C(=O)N1c1ccc(Cl)cc1 (stereo not given)	-19.6%	1.1	i	-3.1%	-1.1%	-8.1%	-2.1%	15.1%	-7.8	-8.9
COC(=O)c1sc2nc(C)nc(SCC(=O)C(C)(C)C)c2c1C	-2.4%	1.1	i	-5.1%	-4.3%	11.9%	15.6%	-1.7%	21.3	2.9
Cc1[nH]c2ccccc2c1C(=O)CSc1ccccn1	-0.8%	1.1	i	-2.5%	7.5%	-4.5%	-1.3%	-11.1%	0.3	-5.3
COc1cccc(/C=N/Nc2nc(-c3cccnc3)nc3ccccc23)c1	nt	nt	i	1.9%	-1.8%	nt	nt	-7.6%	nt	nt
Cc1cccc(NC(=O)CSc2nnc(CSc3nc(C)cc(C)n3)n2Cc2ccco2)c1	-4.4%	1.1	i	-4.8%	2.0%	13.3%	6.1%	8.1%	-1.9	-2.9
CCOC(=O)c1ccccc1-n1nnnc1C	nt	nt	i	-5.7%	6.0%	nt	nt	15.8%	nt	nt
COc1ccc(C2CC(=O)N(C)c3ccccc3S2)cc1 (stereo not given)	-3.4%	1.1	i	-4.3%	1.8%	0.1%	4.2%	-9.3%	17.0	-8.7
CCC(=O)Nc1ccc(Cl)c(NC(=O)c2ccccc2OC)c1	-8.7%	1	i	-2.0%	0.3%	7.7%	11.8%	1.5%	-0.2	0.6
CCCCCOc1ccc2oc(=O)c3c(c2c1)CCCN3C(=O)CN1CCCC(C(=O)OCC)C1 (stereo not given)	-4.2%	0.7	i	0.1%	2.2%	1.8%	2.9%	-4.5%	80.4*	7.0*
CCn1c(/C=C/Nc2ccccc2)[n+](CC)c2cc(Cl)c(Cl)cc21	-16.0%	0.8	i	-3.1%	3.3%	1.5%	1.5%	3.7%	40.6	12.0
CCc1cccc(C)c1NC(=O)CN(C)Cc1cccc(F)c1	-8.2%	1	i	0.4%	5.7%	4.5%	13.4%	7.0%	-0.9	-2.9
CC(C)(C)n1nnnc1C(c1cccnc1)N1CCN(c2cccc(C(F)(F)F)c2)CC1 (stereo not given)	-2.9%	1.1	i	-3.4%	1.6%	-19.4%	-16.8%	1.4%	-21.7	-18.6
CNc1nc(Sc2ccccc2)cc(C(F)(F)F)n1	-3.8%	1.1	i	-2.5%	-0.8%	12.3%	14.6%	15.4%	5.3	9.3

Rewritten with bars between the fields: part of the list above.
SMILES | XIAP antagonists | TNAP activators | Yfh1-off respiration | LYP inhibition | P. falciparum M1AAP | human PMI inhibitors | human PMI inhibition | P. falciparum M17LAP | WT yeast gro inh | WT yeast gro inh mutant strain
CC(C)(C)n1nnnc1C(c1cccnc1)N1CCN(c2cccc(C(F)(F)F)c2)CC1 (stereo not given) | -2.9% | 1.1 | i | -3.4% | 1.6% | -19.4% | -16.8% | 1.4% | -21.7 | -18.6
Cc1ccccc1OCC(=O)Nc1nc(C)c(C(=O)N(C)C)s1 | -0.5% | 1.1 | i | 3.6% | 3.1% | 5.4% | -4.9% | 27.5% | -2.5 | -12.6
